Assay outcomes as filed in PubChem.
TRPC4 agonist: opens the mouse TRPC4 cation channel. HEK293 TRPC4beta/mu-opioid, Fluo4 calcium fluorescence; hits give high values. B-score at 10 µM. actives 0.49% (n = 310,000);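 active = B-score above 5 SD of library B-scores, and initial fluorescence ratio not above library mean plus 5 SD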;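 note: positive B-score marks a calcium rise read as TRPC4 activation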
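Assay system: HEK293 stable line with TRPC4beta plus mu-opioid receptor. Times: dye 45 min RT, read 110 s. Measured by: kinetic Fluo4 calcium fluorescence. Measure: B score of integrated ratio. Controls: assay buffer as low control, maximal DAMGO as high control.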
TRPC6 activator: mouse TRPC6 channel activation; Q61143; HEK293-TRPC6 membrane potential dye fluorescence; hits give high values; B-score at 10 µM; actives 0.13% (n = 310,000);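 active = B-score of the integrated fluorescence ratio above library mean plus 3 SD, and starting fluorescence ratio within library mean plus 5 SD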;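 note: higher score means more depolarization so channel activation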
TRPC6 inhibitor: mouse TRPC6 channel inhibition; Q61143; HEK293-TRPC6, membrane potential dye, ACh-evoked depolarization; hits give low values; B-score at 10 µM; actives 1.1% (n = 310,000); AID 2553;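 active = B-score under library mean minus 3 SD, initial fluorescence not abnormally high, positive integrated signal ratio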;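 note: B-score derived from integrated fluorescence ratio over the kinetic read; more negative B-score means stronger inhibition of depolarization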
MrgX1 ag: agonists of human MrgX1 receptor; B-score at 10 µM; Q96LB2; actives 0.44% (n = 310,000); AID 588627; MrgX1-HEK293 cells, Fluo-4 calcium fluorescence, agonist mode; hits give high values;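 active = calcium response B-score plate-corrected fluorescence ratio at least 3 library SD, with starting fluorescence B-score inside 5 SD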
Target sequence (Q96LB2 whole entry, looked up): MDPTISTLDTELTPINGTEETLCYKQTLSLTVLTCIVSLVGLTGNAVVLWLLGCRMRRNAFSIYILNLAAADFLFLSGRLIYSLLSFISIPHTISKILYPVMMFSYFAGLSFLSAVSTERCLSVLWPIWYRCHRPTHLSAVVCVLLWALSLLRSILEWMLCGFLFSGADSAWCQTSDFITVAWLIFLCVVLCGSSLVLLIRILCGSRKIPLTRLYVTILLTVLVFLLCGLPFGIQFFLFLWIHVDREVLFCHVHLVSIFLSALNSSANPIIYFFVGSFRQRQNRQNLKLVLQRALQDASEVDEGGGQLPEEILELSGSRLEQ
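Assay system: stable human MrgX1 HEK293 cell line. Quantity: 15,000 cells per well. Schedule: cells plated overnight, dye loaded 0.5 h 37 °C, 0.5 h room temperature. Detection: Fluo-4 NW calcium-flux fluorescence, kinetic read. Read-out basis: peak-minus-minimum fluorescence over baseline, converted to B scores. Control set: positive and negative control wells on each plate.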
TRPC4 block: blocks the mouse TRPC4 cation channel; Q9QUQ5; actives 0.39% (n = 300,000); HEK293 TRPC4beta/mu-opioid, DAMGO-evoked Fluo4 calcium flux; hits give low values; B-score at 10 µM;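 active = B-score over 3 SD under the library average, no early fluorescence shift, positive overall ratio signal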
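material = TRPC4beta/mu-opioid receptor HEK293 cell line | probe or stimulus = sequential submaximal and maximal DAMGO stimulation | compound dosing = one concentration per compound | measured by = Fluo4 Ca2+ flux fluorescence | evaluation = integrated fluorescence ratio relative to baseline, converted to per-well B score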
ANO1 block: inhibitors of mouse TMEM16A calcium-activated chloride channel | Q8BHY3 | HEK293 TMEM16A/YFP iodide influx fluorescence, ionomycin | normalized B-score (activity score, 25-100; higher = stronger inhibition) at 10 µM | actives 1.2% (n = 310,000) | AID 588511;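 active = ratio plate-corrected score three or more library SD toward inhibition, starting fluorescence score within five deviations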;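 note: score derived from kinetic fluorescence span divided by baseline fluorescence per well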
TMEM16A act: activators or potentiators of mouse TMEM16A chloride channel | Q8BHY3 | actives 0.3% (n = 340,000) | HEK293 TMEM16A/YFP-H148Q/I152L, iodide quench fluorescence; hits give low values | B-score at 10 µM;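 active = fluorescence-ratio B-score plate-corrected deviation score at least 3 library SD below zero, with starting fluorescence score within 5 deviations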;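 note: channel opened by trigger with iodide after compound preincubation; score built on the fluorescence ratio of max minus min over baseline; more negative score means more quench and so TMEM16A activation or potentiation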
MrgX1 antagonist: blocks BAM8-22 activation of human MrgX1 receptor | Q96LB2 | MRGX1-HEK293 calcium flux, Fluo-4, BAM8-22 antagonism; hits give low values | B-score at 10 µM | actives 1.3% (n = 310,000) | AID 588676;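 active = calcium-response B-score plate-corrected more than 3 library SD below zero, starting fluorescence within 5 deviations, no agonist response on first addition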;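 note: peak minus trough fluorescence over baseline after final BAM8-22 challenge near maximal dose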
RGS4 inh: human RGS4 inhibition | HEK293 M3R/RGS4 inducible, Fluo-4 calcium flux; hits give high values; triggered by carbachol at its EC20 | B-score at 10 µM | actives 0.45% (n = 310,000);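 active = B-score, a plate-corrected calcium signal, over three deviations above library mean, with baseline fluorescence within five deviations of library mean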;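 note: RGS4 expression induced by doxycycline in cells with stable M3 receptor; B-score is computed from the integrated fluorescence ratio over baseline after carbachol; higher B-score means a larger calcium signal and so more RGS4 inhibition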
Target sequence (P49798 whole entry, looked up): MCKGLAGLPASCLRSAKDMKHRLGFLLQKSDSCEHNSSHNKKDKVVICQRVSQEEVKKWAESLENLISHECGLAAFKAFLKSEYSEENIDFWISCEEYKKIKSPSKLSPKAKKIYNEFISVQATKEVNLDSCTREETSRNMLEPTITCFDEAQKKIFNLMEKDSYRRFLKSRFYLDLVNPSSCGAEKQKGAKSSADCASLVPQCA
TRPC4 potent: TRPC4 (mouse) allosteric potentiation; HEK293 TRPC4beta/mu-opioid, DAMGO EC20, Fluo-4 Ca2+ flux; hits give high values; B-score at 10 µM; actives 0.42% (n = 310,000); AID 2227;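 active = B-score of calcium response area above 5 SD of library B-scores, with initial fluorescence ratio within 5 SD of library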;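 note: B-score of integrated fluorescence ratio over time as area under calcium response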
MrgX1 PAM: allosterically activates human MrgX1 receptor signaling. MrgX1-HEK293, Fluo-4 calcium flux, FDSS; hits give high values. B-score at 10 µM. actives 0.63% (n = 310,000). AID 588675;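 active = plate-corrected calcium response at least 3 library SD above typical, normal starting fluorescence, not activating the receptor alone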;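 note: compound read alongside a low EC10 to EC30 dose of BAM8-22 agonist; peak minus trough fluorescence over baseline measured at the second addition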
* hit, by the source's call; i = inactive; x = not tested or not shown. Hits appear at their usual frequency. About 5.8% of those tested had a hit in this group.

SMILES	TRPC4 agonist	TRPC6 activator	TRPC6 inhibitor	MrgX1 ag	TRPC4 block	ANO1 block	TMEM16A act	MrgX1 antagonist	RGS4 inh	TRPC4 potent	MrgX1 PAM
CCCNC(=O)NCCC12CC3CC(CC(C3)C1)C2	i	i	i	i	i	i	i	i	i	i	i
Cc1cc(OCCCn2ccnc2)ccc1C(C)C	i	i	i	i	i	i	i	i	i	i	i
O=C(CCc1nc2ccccc2[nH]1)Nc1ccc2c(c1)OCCO2	i	i	i	i	i	i	i	i	i	i	i
COc1cc(OC)c(C2CC(=O)N3CN(c4ccccc4)CSC3=C2C#N)cc1OC (configuration not stated)	i	i	i	i	i	i	i	i	i	i	i
CCNC(=S)NS(=O)(=O)c1ccc(F)cc1	i	i	i	i	i	i	i	i	i	i	i
CN(C(=O)c1ccccc1C(=O)OCC(=O)Nc1ccc(S(N)(=O)=O)cc1)c1ccccc1	i	i	i	i	i	i	i	i	i	i	i
O=C1CCC(=O)N1c1cccc(OS(=O)(=O)c2ccccc2)c1	i	i	i	i	i	i	i	i	i	i	i
CCOC(=O)c1nnc(-c2cccs2)nc1NC(C)C	i	i	i	i	i	i	i	i	i	i	i
CCCN(Cc1nnc(-c2ccccc2Cl)o1)C(=O)c1cc([N+](=O)[O-])cc([N+](=O)[O-])c1	i	i	i	i	i	i	i	i	i	i	i
CC(C)c1ccc(CNc2ncccn2)cc1	i	i	i	i	i	i	i	i	i	i	i
Clc1c(-c2nnc3n2CCC3)sc2ccccc12	i	i	i	i	i	i	i	i	i	i	i
CC(NC(=S)Nc1ccc([N+](=O)[O-])cc1)c1ccncc1 (configuration not stated)	i	i	i	i	i	i	i	i	i	i	i
O=C(CCN1CCCCCC1)Nc1cccc(Cl)c1	i	i	i	i	i	i	i	i	i	i	i
O=C(O)COc1ccccc1/C=C1\C(=O)Nc2ccc(Br)cc21	i	i	i	i	i	i	i	i	i	i	i
COc1ccc(-n2c(=O)c3ccccc3n(CC(=O)c3ccccc3)c2=O)cc1OC	i	i	i	i	i	i	i	i	i	i	i
COc1ccc(C(=O)Nn2c(SCC(=O)NCc3ccco3)nc3ccccc3c2=O)cc1	i	i	i	i	i	i	i	i	i	i	i
Cc1ccc(CN2CCN(Cc3ccncc3)CC2CCO)o1 (configuration not stated)	i	i	i	i	i	i	i	i	i	i	i
CNc1ccc(/C=C(\CCC(=O)O)c2nc3ccccc3s2)cc1[N+](=O)[O-]	i	i	i	i	i	i	i	i	i	i	i
CCOC(=O)N1CCN(S(=O)(=O)c2ccc(C(=O)Nc3sc4c(c3C(N)=O)CCN(CC)C4)cc2)CC1	i	i	i	i	i	i	i	i	i	i	i
Cc1cc(SCC(=O)c2ccccc2)n2ncc(-c3ccccc3)c2n1	i	i	i	i	i	i	i	i	i	i	i
COc1cc2ccccc2cc1C(=O)Nc1nc(C)c(C(C)=O)s1	i	i	i	i	i	i	i	i	i	i	i
CN(C(=O)COC(=O)c1cc(F)c(F)cc1Cl)c1ccccc1	i	i	i	i	i	i	i	i	i	i	i
Cn1nc(-c2ccc(N3CCN(CCO)CC3)c([N+](=O)[O-])c2)c2ccccc2c1=O	i	i	i	i	i	i	i	i	i	i	i
Fc1ccc(CCNC(=S)Nc2ccc(F)cc2)cc1	i	i	i	i	i	i	i	i	i	i	i
C#CCn1cc[n+](CC(=O)N(C)C)c1	i	i	i	i	i	i	i	i	i	i	i
Next compounds:
SMILES	TRPC4 agonist	TRPC6 activator	TRPC6 inhibitor	MrgX1 ag	TRPC4 block	ANO1 block	TMEM16A act	MrgX1 antagonist	RGS4 inh	TRPC4 potent	MrgX1 PAM
CCN(CC)S(=O)(=O)c1ccc(NC(=O)Cn2c(=O)sc3ccccc32)cc1	i	i	i	i	i	i	i	i	i	i	i
O=C(N/N=C/c1ccccc1[N+](=O)[O-])c1ccc2nc[nH]c2c1	i	i	i	i	i	i	i	i	i	i	i
Cc1ccc(-n2c(CNc3ccc(F)cc3)nnc2SCC(=O)N2CCCC2)cc1	i	i	i	i	i	i	i	i	i	i	i
COc1ccc(CN2CC34C=CC(O3)C(C(=O)O)C4C2=O)cc1 (configuration not stated)	i	i	i	i	i	i	i	i	i	i	i
CCCc1cc(=O)[nH]c(SCC(=O)N(CC(C)C)C2CCS(=O)(=O)C2)n1 (configuration not stated)	i	i	i	i	i	i	i	i	i	i	i
CC(C)CNC(=O)CSc1nnc(-c2ccc(Cl)cc2)n1N	i	i	i	i	i	i	i	i	i	i	i
OC(COc1ccc(OCC(O)CN2CCCCCC2)cc1)CN1CCCCCC1 (configuration not stated)	i	i	i	i	i	i	i	i	i	i	i
COc1ccc(C)cc1NC(=O)CN(C)S(=O)(=O)c1ccc2c(c1)c(=O)n(C)c(=O)n2C	i	i	i	i	i	i	i	i	i	i	i
Cc1ccc(-c2nc(CS(=O)CC(=O)NCCN3CCCCC3C)c(C)o2)cc1 (configuration not stated)	i	i	i	i	i	i	i	i	i	i	i
CCOC(=O)c1ccc(S(=O)(=O)NC2CCCCCCC2)n1C	i	i	i	i	i	i	i	i	i	i	i
Cc1cc(NC(=O)CSc2nnc(Cn3c(=O)sc4ccccc43)n2-c2ccccc2C)no1	i	i	i	i	i	i	i	i	i	i	i
OCCNc1nc(Nc2ccccc2)nc(Nc2ccccc2)n1	i	i	i	i	i	i	i	i	i	i	i
O=C1CC(c2ccc3c(c2)OCO3)Sc2nc3ccccc3n21 (configuration not stated)	i	i	i	i	i	i	i	i	i	i	7.47*
COc1ccc(N/C(N)=N/c2nc(C)cc(=O)[nH]2)cc1	i	i	i	i	i	i	i	i	i	i	i
O=C(O)C1CCCCC1C(=O)NCCc1cccc(Cl)c1 (configuration not stated)	i	i	i	i	i	i	i	i	i	i	i
Cc1cccc(NC(=O)CSc2ccc3nnc(-c4cccnc4)n3n2)c1	i	i	i	i	i	i	i	i	i	i	i
COc1ccc(-c2oc3cc(O)c(OC)c(O)c3c(=O)c2OC)cc1	i	i	i	i	i	i	i	i	i	i	i
CC1(C)Oc2ccc3ccc(=O)oc3c2/C(=C/Nc2ccccc2)C1=O	i	i	i	i	i	i	i	i	i	i	i
CNC(=O)/C(C#N)=C/c1cc(C)n(-c2ccc(N3CCOCC3)cc2)c1C	i	i	i	i	i	i	i	i	i	i	i
Cn1cnnc1SCC(=O)NN(c1ccccc1)c1ccccc1	i	i	i	i	i	i	i	i	i	i	i
CCOC(=O)c1ccccc1NC(=S)N1CCC(C)CC1	i	i	i	i	i	i	i	i	i	i	i
CCOC(=O)C1CCN(C(=O)c2c(-c3c(F)cccc3Cl)noc2C)CC1	i	i	i	i	i	i	i	i	i	i	i
COc1ccc(CCNC(=O)CSc2nnc(Cc3cccn3C)n2C)cc1OC	i	i	i	i	i	i	i	i	i	i	i
CSc1ncccc1C(=O)Nc1ccc(F)c(F)c1F	i	i	i	i	i	i	i	i	i	i	i
O=C(CC(=O)N/N=C\c1c(Cl)cccc1Cl)NCc1ccccc1	i	i	i	i	i	i	i	i	i	i	i
New compounds follow:
SMILES	TRPC4 agonist	TRPC6 activator	TRPC6 inhibitor	MrgX1 ag	TRPC4 block	ANO1 block	TMEM16A act	MrgX1 antagonist	RGS4 inh	TRPC4 potent	MrgX1 PAM
Nn1c(SCc2c(F)cccc2F)nnc1-c1ccccn1	i	i	i	i	i	i	i	i	i	i	i
COc1cccc(-n2cc(C(=O)NCCCOC(C)C)c3ccccc3c2=O)c1	i	i	i	i	i	i	x	i	i	i	i
CC(C)Nc1nnc(SCC(=O)Nc2ccc3c(c2)C(=O)c2ccccc2C3=O)s1	i	i	i	i	i	i	i	i	i	i	i
CC1CCCN(CC(=O)N2c3ccccc3Sc3ccccc32)C1 (configuration not stated)	i	i	i	i	i	i	i	i	i	i	i
O=P(c1ccccc1)(c1ccccc1)C(O)c1ccncc1 (configuration not stated)	i	i	i	i	i	i	i	i	i	i	i
Cn1c(SCC(=O)Nc2ccccc2F)nnc1-c1cccs1	i	i	i	i	i	i	i	i	i	i	i
Cc1cccc(NC(=O)CSc2nc3ccccc3nc2N2CCCC2)c1C	i	i	i	i	i	i	i	i	i	i	i
N/C(Cc1ccc([N+](=O)[O-])cc1)=N\OC(=O)c1ccc([N+](=O)[O-])cc1	i	i	i	i	i	i	i	i	i	i	i
CCCCNC(=O)O[C@H]1C[C@@H]2CCN3C(=O)CCC(C)(C)[C@H](C1)[C@H]23	i	i	i	i	i	i	i	i	i	i	i
COc1cc(NC(=O)c2cccnc2)c(OC)cc1NC(=O)c1ccc(Br)cc1	i	i	i	i	i	i	i	i	i	i	i
O=C(CC12CC3CC(CC(C3)C1)C2)Nc1cccc2ncccc12	i	i	i	i	i	i	i	i	i	i	i
O=C(CCCSc1nc2ccccc2[nH]1)NCc1ccccc1Cl	i	i	i	i	-8*	i	i	i	i	i	i
CN(C)C(=S)NC(C)(C)C	i	i	i	i	i	i	i	i	i	i	i
Cc1ccccc1C1C(=O)c2ccccc2C1=O	i	i	i	i	i	i	i	i	i	i	i
COc1cc2c(C(=O)OCCN(C)C)c(CSc3ccccc3)n(C)c2cc1Br	i	i	i	i	i	i	i	i	i	i	i
COc1ccccc1/C=C/C=N/n1c(COc2ccccc2)n[nH]c1=S	i	i	i	i	i	i	i	i	i	i	i
COc1ccccc1C(CNC(=O)C(C)Oc1ccc(Br)cc1)N1CCCC1 (configuration not stated)	i	i	i	i	i	i	i	i	i	i	i
Nc1cc(N)nc(SCC(=O)Nc2cc(S(=O)(=O)N3CCOCC3)ccc2Cl)n1	i	i	i	i	i	i	i	i	i	i	i
CC(C)CCNC(=O)CCn1nc(-c2ccccc2)ccc1=O	i	i	i	i	i	i	i	i	i	i	i
COC(=O)c1c(C(=O)OC)c2n(c1C)Cc1ccccc1C2	i	i	i	i	i	i	i	i	i	i	i
